# IL-2 act: qHTS of IL-2 Activators; IL-2 activation reporter assay, cell-based qHTS; stimulated with anti-CD3/CD4/CD28 beads; in transgenic mouse T cells; activation, % (series mostly up to about 46 µM); 0.065% of 360,000 active; AID 652025, 2013; in the data active = activation above about 50%; inconclusive = mostly about 30% to 49%; note: 0% is about no effect
#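 Quantitative HTS in unstimulated transgenic mouse T cells, with memory T cells as non-tolerant control and PMA/ionomycin as tolerance-bypass control. Compound pretreatment lasted 60 minutes before 18 h bead stimulation; EGFP/DsRed fluorescence read.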
# GLP1R inv ag: qHTS of GLP-1 Receptor Inverse Agonists (Inhibition Mode) | Potency, µM (highest dose often 38.3 µM), for the others: top-dose activity change, negative = inhibition, hits mostly inhibitors | 1.6% of 410,000 active | HEK293 GLP-1R CRE-luciferase, luminescence, 24 h; GLP-1R form is constitutively active | AID 624417, 2012; note: potency is the fitted concentration of half-maximal effect; % is set by controls: 0 for no effect and ±100 for the full control effect; nearly all actives have a fitted effect of over 55% in size
#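 HEK293 cells stably co-expressing constitutively active GLP-1R and a cAMP-responsive luciferase reporter were seeded in DMEM with 10% Nu serum, given compounds after 12 h, and incubated 24 h at 37 deg C. Luminescence was then read.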
# D3 antag: qHTS of D3 Dopamine Receptor Antagonist: qHTS; D3R cells, DiscoveRx beta-arrestin luminescence, antagonist mode; hits give low values; max response, negative = inhibition, %; D(3) dopamine receptor (Homo sapiens), P35462; 2.5% of 360,000 active; in the data active = max response below about -50%; inconclusive = no clear call, values can overlap the other calls; note: % is set by controls: 0 for no effect and ±100 for the full control effect; mostly tested at two doses, the higher about 12 µM
#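 Cells plated overnight at 1500 cells/well, then exposed to library compounds with dopamine controls for 90 minutes at 37 degrees C. DiscoveRx reagent added for 30–60 minutes at room temperature; luminescence read, quantitative HTS format.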
# PLK1 PBD inh: qHTS for Inhibitors of PLK1-PDB (polo-like kinase 1 - polo-box domain): Primary Screen | Serine/threonine-protein kinase PLK1 (Homo sapiens), P53350 | Plk1 PBD binding of FITC phosphopeptide, fluorescence polarization | Potency, µM, inactives show max response, negative = inhibition, hits mostly inhibitors | 2.8% of 360,000 active | AID 720504, 2013; note: potency is the fitted concentration of half-maximal effect; series mostly up to about 57 µM; % is set by controls: 0 for no effect and ±100 for the full control effect; nearly all actives have a fitted effect of over 65% in size
# WRN helicase inh: qHTS for Inhibitors of WRN Helicase; 0.46% of 360,000 active; Potency, µM (highest dose often 114 µM), for the others: at the highest dose activity change, negative = inhibition, usual class: inhibitors; WRN helicase unwinding, fluorescent forked duplex, kinetic; note: potency is the fitted concentration of half-maximal effect; % is set by controls: 0 for no effect and ±100 for the full control effect; nearly all actives have a fitted effect of over 55% in size
# Target sequence (Q14191 whole entry, looked up): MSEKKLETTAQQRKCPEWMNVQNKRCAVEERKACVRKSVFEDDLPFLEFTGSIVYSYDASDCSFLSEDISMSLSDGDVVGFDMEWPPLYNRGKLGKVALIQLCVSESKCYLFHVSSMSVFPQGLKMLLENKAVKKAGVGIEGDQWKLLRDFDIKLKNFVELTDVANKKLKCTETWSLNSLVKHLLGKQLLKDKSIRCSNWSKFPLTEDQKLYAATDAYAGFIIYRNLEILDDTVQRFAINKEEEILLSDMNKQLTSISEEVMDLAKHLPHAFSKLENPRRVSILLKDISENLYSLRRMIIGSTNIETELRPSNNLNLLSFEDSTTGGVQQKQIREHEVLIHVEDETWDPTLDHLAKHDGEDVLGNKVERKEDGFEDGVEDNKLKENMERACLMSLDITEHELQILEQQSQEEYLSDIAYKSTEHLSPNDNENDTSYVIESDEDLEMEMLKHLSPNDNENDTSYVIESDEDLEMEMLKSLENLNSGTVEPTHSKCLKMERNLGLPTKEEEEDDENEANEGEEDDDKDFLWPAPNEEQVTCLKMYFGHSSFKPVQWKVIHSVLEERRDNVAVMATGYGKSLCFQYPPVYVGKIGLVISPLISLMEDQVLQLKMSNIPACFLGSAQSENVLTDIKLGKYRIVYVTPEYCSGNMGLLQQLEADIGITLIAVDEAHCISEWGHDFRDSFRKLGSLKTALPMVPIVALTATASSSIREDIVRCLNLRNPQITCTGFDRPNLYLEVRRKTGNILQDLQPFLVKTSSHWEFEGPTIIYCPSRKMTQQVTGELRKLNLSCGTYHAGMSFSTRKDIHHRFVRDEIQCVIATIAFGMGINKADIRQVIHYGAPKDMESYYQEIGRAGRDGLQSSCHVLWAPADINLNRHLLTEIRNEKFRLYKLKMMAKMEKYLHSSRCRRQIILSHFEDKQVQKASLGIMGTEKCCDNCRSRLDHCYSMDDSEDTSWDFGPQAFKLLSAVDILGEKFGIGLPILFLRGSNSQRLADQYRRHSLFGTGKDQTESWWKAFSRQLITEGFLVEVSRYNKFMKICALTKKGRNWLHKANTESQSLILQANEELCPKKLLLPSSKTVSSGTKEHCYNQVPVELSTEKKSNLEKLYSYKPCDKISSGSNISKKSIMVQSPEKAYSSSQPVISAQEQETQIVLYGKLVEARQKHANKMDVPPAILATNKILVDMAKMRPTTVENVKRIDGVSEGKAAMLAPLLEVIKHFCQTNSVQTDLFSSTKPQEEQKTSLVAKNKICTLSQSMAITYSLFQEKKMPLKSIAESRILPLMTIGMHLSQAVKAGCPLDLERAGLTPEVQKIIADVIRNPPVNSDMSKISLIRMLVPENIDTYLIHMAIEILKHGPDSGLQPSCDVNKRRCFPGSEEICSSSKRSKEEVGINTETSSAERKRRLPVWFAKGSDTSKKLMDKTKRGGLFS
#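 Kinetic red-fluorescence monitoring (525/598 nm) tracks WRN helicase activity after 100 nM fluorophore-quencher forked duplex and 2 mM ATP are added to 20 nM enzyme pretreated 15 min at room temperature with compound.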
# GLP1R ag: qHTS of GLP-1 Receptor Agonists; Glucagon-like peptide 1 receptor (Homo sapiens), P43220; HEK293 GLP-1R CRE-luciferase, luminescence, 4-6 h; cells express a hypersensitive GLP-1R form; Potency, µM (series often up to 45.6 µM), for inactives: top-dose activation, most hits filed as activators; 0.007% of 380,000 active; AID 624172, 2012; note: potency is the fitted concentration of half-maximal effect; % of control where 0% means no effect
# PI5P4K alpha inh: qHTS for Inhibitors of phosphatidylinositol 5-phosphate 4-kinase (PI5P4K) | Phosphatidylinositol 5-phosphate 4-kinase type-2 alpha (Homo sapiens), P48426 | PI5P4Kalpha enzyme, ADP-Glo luminescence, 60 min; hits give low values | max response, % | 1.2% of 330,000 active; active = max response of -50% or lower; inconclusive = between -30% and -50%; inactive = -30% or higher; note: value at the top dose of about 77 µM; % is set by controls: 0 for no effect and ±100 for the full control effect
#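 Compounds were pin-transferred onto PI5P4Kalpha and substrate in HEPES pH 7.4 buffer with EGTA, CHAPS and 5% DMSO. ATP (5 microM final) started the reaction, which ran 60 minutes at room temperature before ADP-Glo detection.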
# DRD3 agonist: qHTS of D3 Dopamine Receptor Agonist: qHTS. D3R DiscoveRx beta-arrestin cells, luminescence, 90 min. 0.58% of 410,000 active. D(3) dopamine receptor (Homo sapiens), P35462. max activation, %. AID 652048, 2013; in the data active = max activation above about 30%; note: 0% is about no effect; mostly tested at two doses, the higher about 12 µM
#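 Cells at 1500/well, incubated overnight, then treated with pinned compounds (dopamine as control) for 90 min at 37 degrees C. DiscoveRx reagent added for 30 - 60 minutes at room temperature; luminescence read.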
# GLP1R cytotox: qHTS of GLP-1 Receptor Inverse Agonists: Cytotox Screen. HEK293 cAMP-luciferase reporter cells, luminescence, 24 h. Potency, µM (titrated, usually from 38.3 µM), without a hit: at the highest dose activity change, negative = inhibition, hits mostly inhibitors. 0.13% of 410,000 active. AID 624418, 2012;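 note: loss of luciferase light is scored as toxicity; potency is the fitted concentration of half-maximal effect; % is set by controls: 0 for no effect and ±100 for the full control effect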
#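 Seeding density was 200 cells/uL; after overnight-length (12 h) culture, 23 nL compounds went on for 24 h at 37 °C. Readout used a luciferase detection reagent, luminescence taken after 12 min at room temperature.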
# An asterisk follows results filed as active; u = inconclusive; x = no result given; & = joins results of further samples; [ ] = another dose, or the depositor's remark. Unless noted, calls come from the whole dose curve; as a rule, active = well fitted curve in the direction sought with a large enough effect; inconclusive = small, poorly fitted or top-dose-only effect, or another doubt; inactive = no such curve, though single readings can be large; an effect the other way counts as inactive or inconclusive.
SMILES,IL-2 act,GLP1R inv ag,D3 antag,PLK1 PBD inh,WRN helicase inh,GLP1R ag,PI5P4K alpha inh,DRD3 agonist,GLP1R cytotox
COc1ccc(OC)c(C2Nc3nc4ccccc4n3C(C)=C2C(=O)Nc2ccc(C)cc2C)c1 (stereo not drawn),-2.5,-1%,-12,-6%,-9%,3%,x,1,-9%
Cc1nn(C)c(C)c1NC(=O)COc1ccc(Cl)cc1,-0.1,-7%,-1,-4%,-3%,-6%,0,1,-15%
CCOC(=O)c1ccc(Nc2ccc(C(C)=O)cc2)cc1,-0.3,u,15,3%,0%,18%,-3,6,-5%
COC(=O)c1cc(OC)c(OC)cc1-n1cnc2cc(OC)c(OC)cc2c1=O,0.0,56%[activator],-6,-6%,-2%,-7%,x,-11,5%
O=C(NCC(c1ccco1)N1CCOCC1)c1ccc(F)cc1 (stereo not drawn),1.7,1%,7,-3%,-9%,7%,1,6,1%
CCOC(=O)Cc1c(C)c2c(C)[nH]nc2oc1=O,0.3,1%,-16,-2%,2%,-1%,10,0,-5%
O=c1cc(Cl)[nH]c(=O)n1Cc1ccccc1,-4.3,25%,-16,-5%,-7%,1%,-8,-11,1%
Cc1cc(=O)n(C)c(=O)n1CCCCCCN1CCCC1,-2.8,17%,-4,-7%,2%[57.1 µM],-1%,x,-18,6%
Cn1ncc(Cl)c(Oc2ccccc2)c1=O,-1.0,6%,-12,-10%,-5%,-11%,x,-5,8%
COc1cccc(NC(=O)CN(C)C(=O)/C=C/c2cn(-c3ccccc3)nc2-c2ccc(C)cc2)c1,-4.0,2µM*,17,0%,-1%,-7%,-7,6,6%
NC(=S)N/N=C/c1ccc2c(c1)OCCO2,-1.1,11%,0,-10%,7%,6%,-11,0,3%
Cn1c(=O)c(=O)n(C)c2cc(S(=O)(=O)NCc3ccc(Cl)cc3)ccc21,-0.9,12%,10,11µM*,-6%,-2%,u,0,6%
CN(C(=O)c1cccc(NC(=O)Cc2ccc(NC(=O)C3CCCN(C(=O)C4CCC4)C3)cc2)c1)C1CCC1 (stereo not drawn),-0.3,26%,-27,-1%,-4%,10%,-2,-1,-5%
CCc1cccc(NC(=O)COC(=O)/C=C/c2cccs2)c1,2.0,-3%,-5,0%,-14%,1%,-7,-2,17%
C=CCNCc1cc(=O)n2c(-c3ccccc3)csc2n1,0.6,2%,6,-7%,-5%,10%,-4,2,-3%
Cc1ccc(S(=O)(=O)N2CCC(C(=O)N[C@@H](C)C(=O)NCc3ccccc3)CC2)cc1,-1.4,0%,u,1%,5%,3%,x,4,-2%
CCC(C)NC(=O)c1cn(CC)c2ccc(S(=O)(=O)N3CCCCCC3)cc2c1=O (stereo not drawn),1.4,-29%,10,-23%,-9%,16%,3,3,0%
CSCCC(NC(=O)COc1ccccc1)C(=O)N1CCCC(C)C1 (stereo not drawn),-1.7,-6%,-17,-9%,-3%,8%,1,-9,-10%
Cc1cc(C)c2nc(N3CCCC(C(=O)N4CCN(c5ncccn5)CC4)C3)sc2c1 (stereo not drawn),-1.2,-4%,19,-5%,3%,-6%,x,2,9%
Cc1nnsc1C(=O)N/N=C/c1c(F)cccc1Cl,1.1,14%,1,-1%,4%,0%,-3,0,0%
O=S(=O)(c1ccc(F)cc1)N1CCN=C1SCc1cccnc1,-3.9,8%,15,-4%,-3%,8%,7,1,2%
C[C@H](CO)N1C[C@H](C)[C@@H](CN(C)S(C)(=O)=O)Oc2ccc(NS(=O)(=O)c3cn(C)cn3)cc2C1=O,-0.2,4%,22,-10%,-2%,2%,9,8,1%
CCc1cc2c(=O)c(-c3nc4ccccc4n3C)c(C)oc2c(CN2CCCCC2)c1O,1.5,-18%,-2,-7%,1%,1%,0,2,8%
C[C@H](NC(=O)[C@@H]1Cc2ccccc2CN1C(=O)OC(C)(C)C)C(=O)NC1CCCC1,1.7,2%,3,3%,0%,-6%,3,1,1%
CCNC(=O)N1CCC(n2nccc2NC(=O)CCCc2ccccc2)CC1,0.3,5%,-7,1%,-1%,-29%,-4,3,4%

# Whole records, quoted from the list. Order of values: IL-2 act | GLP1R inv ag | D3 antag | PLK1 PBD inh | WRN helicase inh | GLP1R ag | PI5P4K alpha inh | DRD3 agonist | GLP1R cytotox
# Shown for O=C(NCC(c1ccco1)N1CCOCC1)c1ccc(F)cc1 (stereo not drawn) → 1.7 | 1% | 7 | -3% | -9% | 7% | 1 | 6 | 1%
# Shown for NC(=S)N/N=C/c1ccc2c(c1)OCCO2 → -1.1 | 11% | 0 | -10% | 7% | 6% | -11 | 0 | 3%
# Shown for CCOC(=O)c1ccc(Nc2ccc(C(C)=O)cc2)cc1 → -0.3 | u | 15 | 3% | 0% | 18% | -3 | 6 | -5%
# Shown for CCc1cc2c(=O)c(-c3nc4ccccc4n3C)c(C)oc2c(CN2CCCCC2)c1O → 1.5 | -18% | -2 | -7% | 1% | 1% | 0 | 2 | 8%

# Additional entries follow.
SMILES,IL-2 act,GLP1R inv ag,D3 antag,PLK1 PBD inh,WRN helicase inh,GLP1R ag,PI5P4K alpha inh,DRD3 agonist,GLP1R cytotox
O=C(NCc1ccc2c(c1)OCO2)C1CC(c2ccc(Cl)c(Cl)c2)=NO1 (stereo not drawn),-3.1,u,0,-11%,9%,2%,-11,-9,-31%
COc1ccccc1C(=O)NC(CCSC)C(=O)NNC(=O)c1ccc(F)cc1 (stereo not drawn),-3.9,11%,-16,-5%,-35%,-14%,3,-8,16%
COCCCNC(=O)C1CCN(S(=O)(=O)c2ccc3nc4c(c(C(=O)O)c3c2)CCCCC4)CC1,-3.0,15%,3,1%,6%,-6%,1,5,-6%
COc1ccccc1NC(=O)Nc1nc(C(C)(C)C)cs1,-2.4,u,-20,0%,-11%,13%,-6,-15,-1%
Cc1ccc(S(=O)(=O)N2CCOCC2)cc1NC(=O)CNC1CCCC1,1.0,10%,u,4%,-5%,16%,0,-3,0%
COc1ccc(CN(C)C(=O)COC(=O)c2ccc3c(c2)OCO3)cc1OC,0.4,45%[activator],-14,-14%,-6%,13%,-3,-1,31%[activator]
CCC(=O)Nc1ccc(C(=O)NNC(=O)COc2cccc(C)c2)cc1,-2.8,0%,-18,2%,-13%,-2%,5,-20,-15%
Cc1cc(C(=O)N2CCN(c3ccc([N+](=O)[O-])cc3)CC2)n[nH]1,2.6,1%,-12,-6%,-3%,2%,2,4,-7%
CC(C)(C)n1nnnc1C(c1cc2ccccc2o1)N1CCN(C(=O)OCc2ccccc2)CC1 (stereo not drawn),-0.9,u,-63*,-9%,-6%,1%,-1,-10,4%
CC(=O)Nc1ccc(NC(=O)COc2ccc(S(=O)(=O)NC(C)c3ccccc3)cc2)cc1 (stereo not drawn),-0.2,2%,-1,-2%,-4%,11%,-1,-3,-7%
Cc1cc[n+](CC(=O)c2ccc(NC(=O)c3ccccc3)cc2)c2ccccc12,-0.6,-20%,0,-3%,-4%,-3%,4,-1,-32%
Cc1nc2c3ccccc3nc(SCC(=O)N3CC(C)CC(C)C3)n2n1 (stereo not drawn),0.6,16%,1,-16%,-13%,1%,12,-7,8%
Cc1cc(=O)[nH]c(SCc2cn3ccccc3n2)n1,0.6,18%,55,-19%,15%,9%,-1,-4,10%
COc1ccc(NC(=O)CSc2nc3ccc(Nc4nc(N5CCOCC5)nc(N5CCOCC5)n4)cc3s2)cc1,-0.8,22%,27,4%,0%,-2%,-1,2,-13%
Cc1ncc(CN2CCN(Cc3ccccc3)C(CCO)C2)s1 (stereo not drawn),0.2,-3%,-20,-8%,-4%,1%,7,-17,-8%
CCOC(=O)N1CCN(C(=O)c2cc3cc(Cl)ccc3[nH]2)CC1,-2.2,-25%,2,3%,0%,-3%,3,0,-5%
CCOc1ccc(NC(=O)C(C)Oc2ccccc2C(=O)Nc2ccc(C)c(Cl)c2)cc1 (stereo not drawn),-2.2,u,15,-6%,-14%,-4%,x,3,-12%
CC(C)(C)C1CCc2onc(C(=O)N3CCOCC3)c2C1 (stereo not drawn),0.9,0%,-5,-14%,-2%,10%,x,1,-3%
CCOC(=O)c1sc(Nc2ccccc2Cl)nc1C,-0.7,u,1,-1%,-1%,19%,-1,-14,4%
COc1ccc(NC(=O)Cn2c(=O)ccc3cc(S(=O)(=O)N4CCCC4)ccc32)cc1Cl,x,10%,x,x,x,-5%,x,-6,-6%
CCc1ccccc1NC(=O)C1CCN(c2cnccn2)CC1,7.4,4%&3%,17,0%,-2%,3%,-4,4&-2,6%&3%
O=C(N/N=C\c1ccc(-c2ccc([N+](=O)[O-])cc2)o1)C1COc2ccccc2O1 (stereo not drawn),1.8,u,3,-12%,-8%,1%,-1,-1,6%
CCC(C)(C)NC(=O)C(OC(=O)c1ccco1)c1ccccc1F (stereo not drawn),2.7,-20%,-25,-7%,-15%,10%,-4,-4,13%
O=C(N=NC(=O)c1ccc2c(O)n(C3CCCCC3)c(O)c2c1)c1cccnc1,2.5,0%,-28,-6%,-7%,0%,x,-6,-7%
CCn1cc([N+](=O)[O-])c(C(=O)Nc2ccc(Br)cn2)n1,-1.0,23%,16,-6%,3%,0%,x,-20,3%
CCOC(=O)c1ccccc1NC(=O)N[C@@H](C)C(=O)OC,-1.4,-2%,-5,-9%,4%,-13%,x,5,4%
Cc1ccc(OCc2nn3c(-c4ccco4)nnc3s2)cc1,1.2,17%,10,-11%,-7%,-2%,-8,-1,21%
Cc1ccc(C)c(Cn2c3ccccc3c3cnn(CC(=O)NCc4ccccn4)c(=O)c32)c1,-2.1,4%,-6,-13%,-13%,3%,4,4,-16%

# From PubChem BioAssay
